Screening data: PubChem BioAssay, The Scripps Research Institute Molecular Screening Center
LEDGF integ inh: blocks HIV-1 LEDGF/p75-dependent DNA integration; actives 0.64% (n = 370,000); TR-FRET IN-LEDGF/p75 DNA integration, Eu/Cy5; inhibition, % at 3.7 µM;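 active = inhibition above the screen-wide mean plus 3 SD, cut at about 13% in these data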;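 note: signal is the Cy5 over europium emission ratio at 671 and 618 nm; 0% = plate median of compound wells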
HTRA1 inh: inhibitors of human serine peptidase HTRA1; recombinant HTRA1, FP-rhodamine activity-based probe, fluorescence polarization; inhibition, % at 5.96 µM; actives 0.5% (n = 340,000); in the data active = inhibition above about 36%;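 note: 0% = enzyme with DMSO and 100% = wells lacking enzyme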
PG9 Ab binder: small molecules binding HIV-1 gp120 antibody PG9; TR-FRET gp120-PG9 antibody binding; inhibition, % at 6.7 µM; actives 0.43% (n = 360,000); AID 624416; in the data active = inhibition above about 8.5%
SIAE inh: blocks human sialic acid acetylesterase; SIAE FP-Rh probe binding, fluorescence polarization; inhibition, % at 9.66 µM; Q9HAT2; actives 0.69% (n = 370,000);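 active = inhibition above a cutoff: mean of compounds within the control limits plus 3 SD of those, cut at about 17% in these data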;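 note: 0% = plate median of compound wells and 100% = probe without SIAE protein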
PRMT1 FP inh: blocks human protein arginine methyltransferase 1; Q99873; recombinant PRMT1, activity-based probe fluorescence polarization; inhibition, % at 2.79 µM; actives 1.3% (n = 370,000);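 active = inhibition above about 21% made by adding two undisclosed values, limit read from the data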
TDP2 inh: blocks human TDP2 phosphodiesterase activity | AID 720702 | recombinant TDP2, T5PNP hydrolysis, p-nitrophenol absorbance 415 nm | actives 0.34% (n = 370,000) | inhibition, % at 12.8 µM | O95551;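 active = inhibition above the mean of all tested compounds plus 3 SD, set per campaign, cut at about 25% in these data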;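 note: 0% = DMSO with enzyme and 100% = buffer with substrate but no TDP2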
Target sequence (O95551 whole entry, looked up): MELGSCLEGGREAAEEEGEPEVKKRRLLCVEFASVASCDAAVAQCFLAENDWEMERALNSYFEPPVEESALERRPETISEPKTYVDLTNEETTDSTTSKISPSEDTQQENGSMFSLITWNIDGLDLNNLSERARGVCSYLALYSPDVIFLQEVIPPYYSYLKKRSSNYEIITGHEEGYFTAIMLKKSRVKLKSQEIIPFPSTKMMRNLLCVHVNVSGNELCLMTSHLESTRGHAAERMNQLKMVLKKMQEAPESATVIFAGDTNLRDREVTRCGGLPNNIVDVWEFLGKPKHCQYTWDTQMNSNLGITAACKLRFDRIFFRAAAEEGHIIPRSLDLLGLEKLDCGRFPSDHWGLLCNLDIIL
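Assay system: Recombinant human TDP2 | Quantity: 120 nM TDP2 per well | Incubation: 2 h at 37 °C | Signal: Epi absorbance | Evaluation: Percent inhibition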
TCR CD3 inh: human TCR-CD3 binding inhibition; TAMRA-labeled TCR probe fluorescence, biochemical; inhibition, % at 9.4 µM; actives 0.37% (n = 360,000); in the data active = inhibition above about 19%;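 note: recombinant mutant TCR 2C K166C tagged with TAMRA read by polarization; 0% = receptor in buffer alone and 100% = receptor with positive control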
UHRF1 binding: blocks human UHRF1 binding to methylated DNA. UHRF1 binding to methylated oligo, TR-FRET. actives 0.75% (n = 370,000). Q96T88. inhibition, % at 4.4 µM; in the data active = inhibition above about 21%;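 note: UHRF1 SRA domain binding a hemimethylated CpG hairpin DNA probe; 0% = median of test compound wells and 100% = reference inhibitor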
ABHD4 inh: ABHD4 (mouse) inhibition, primary FP screen; actives 0.54% (n = 370,000); Q8VD66; purified mABHD4, FP-Rh probe fluorescence polarization; inhibition, % at 8.92 µM; AID 720543;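 active = inhibition exceeding the mean over every tested compound plus 3 SD, cut at about 30% in these data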;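 note: 0% = plate median of compound wells and 100% = S159A mutant with DMSO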
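Test system: mABHD4 protein | Buffer or medium: HEPES pH 7.0 buffer, 150 mM NaCl, 0.01% Pluronic F-127 | Probe or stimulus: FP-Rh fluorescent activity-based probe, added after compound pre-incubation | Timing: Pre-incubation 45 min, probe exposure 60 min, at 25 °C | Technique: Fluorescence polarization, excitation 525 nm, emission 598 nm, BODIPY TMR filters | Repeats: Single well per compound (singlicate)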
Tn7 DDE FP: DD(E)-Tn7 binding inhibition, primary FP screen | P02675 | FP displacement of FITC-Tn7 peptide from fibrin DD(E); 0% = median of compound wells per plate | inhibition, % at 8.3 µM | actives 0.13% (n = 370,000) | AID 720508;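 active = inhibition above the mean of compounds falling within the control limits plus 3 SD of them, cut at about 14% in these data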;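 note: 0% = plate median of compound wells and 100% = 10 µM Aha-Tn7 peptide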
Target sequence (P02675 whole entry, looked up): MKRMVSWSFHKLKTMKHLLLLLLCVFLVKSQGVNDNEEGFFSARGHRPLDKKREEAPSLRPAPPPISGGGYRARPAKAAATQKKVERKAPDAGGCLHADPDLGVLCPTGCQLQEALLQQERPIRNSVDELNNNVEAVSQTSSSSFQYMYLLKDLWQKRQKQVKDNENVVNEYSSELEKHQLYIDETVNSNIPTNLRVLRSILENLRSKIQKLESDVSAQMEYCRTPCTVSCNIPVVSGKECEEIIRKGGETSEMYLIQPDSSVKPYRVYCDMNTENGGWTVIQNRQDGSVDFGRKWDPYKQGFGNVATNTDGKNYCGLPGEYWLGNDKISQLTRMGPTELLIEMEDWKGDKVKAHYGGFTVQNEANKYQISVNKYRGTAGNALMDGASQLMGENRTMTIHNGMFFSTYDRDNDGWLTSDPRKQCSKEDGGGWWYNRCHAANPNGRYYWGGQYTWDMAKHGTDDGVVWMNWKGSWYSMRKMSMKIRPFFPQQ
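Test system – human fibrin DD(E) · Times – 10 min preincubation, 3 h with tracer, room temperature · Detection – fluorescence polarization of the labelled Tn7 tracer · Measure – percent inhibition normalized to high-control wells · Benchmarks – high control wells with 10 µM unlabelled Aha-Tn7 peptide (full inhibition) · Repeats – singlicate testing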
* = called active by the depositor; nt = no result given.

(1) Cc1cccc(NC(=O)NCC(c2cccnc2)N2CCOCC2)c1 (centres undefined)
(2) CC(C)CC(=O)Nc1nc(=S)ss1
(3) O=[N+]([O-])c1cc(/C=N/Nc2nc3ccccc3[nH]2)c(O)cc1O
(4) O=C(c1ccc(NS(=O)(=O)c2ccc3[nH]c(=O)[nH]c3c2)cc1)N1CCN(c2ccccc2O)CC1
(5) C=CCn1c(SCCN)nnc1-c1cccc(S(=O)(=O)N2CCOCC2)c1
compound no.,1,2,3,4,5
LEDGF integ inh,1,2,-3,1,-1
HTRA1 inh,-14,6,nt,-2,4
PG9 Ab binder,-1.8,-0.7,-14,0.1,-0.2
SIAE inh,0,-1,23*,1,11
PRMT1 FP inh,4,-4,1,0,1
TDP2 inh,3,3,3,3,7
TCR CD3 inh,11,8,-1,6,9
UHRF1 binding,0,-1,-8,-2,-1
ABHD4 inh,-4,-2,49*,0,12
Tn7 DDE FP,-2,7,5,1,3

(6) O=[N+]([O-])c1ccc(CS(=O)(=O)N2CCN(c3ccccc3)CC2)cc1
(7) Cc1ccc(C2NC(=S)NC3=C2C(=O)CCC3)cc1 (centres undefined)
(8) CCC(C)NC(=O)c1cn(CC)c2cc(N3CCN(C(=O)c4ccco4)CC3)c(F)cc2c1=O (centres undefined)
(9) O=C(NCCc1cccs1)C1CC(c2ccccc2[N+](=O)[O-])=NO1 (centres undefined)
(10) CC(Nc1n[nH]c(=S)[nH]c1=O)C(=O)OCc1ccccc1 (centres undefined)
compound no.,6,7,8,9,10
LEDGF integ inh,2,-3,2,0,-3
HTRA1 inh,-3,5,-9,5,2
PG9 Ab binder,0.2,-0.2,-1.1,-0.5,0.2
SIAE inh,5,-3,-3,-6,-7
PRMT1 FP inh,3,2,0,-1,2
TDP2 inh,1,2,-5,3,4
TCR CD3 inh,7,-3,-3,4,3
UHRF1 binding,-1,24*,1,2,-3
ABHD4 inh,8,0,-1,0,0
Tn7 DDE FP,-8,6,6,-12,9

(11) CC(C)(C)NC(=O)[C@@H](c1cccnc1)N(C(=O)c1ccco1)c1ccc(C(C)(C)C)cc1
(12) O=C(Nc1ccc(-c2ccc3nncn3n2)cc1)c1ccc(Br)o1
(13) CC(=O)Nc1cc(C(=O)N(C)Cc2ccco2)ccc1Sc1ccc(C)cc1
(14) CCCC(=O)N1c2ccccc2[C@@H](N(C(C)=O)c2ccccc2)C[C@H]1C
(15) Cc1c(C(=O)O)cccc1[N+](=O)[O-]
compound no.,11,12,13,14,15
LEDGF integ inh,0,6,1,1,2
HTRA1 inh,nt,-15,-6,2,7
PG9 Ab binder,nt,-1.3,-1.0,-2.2,-3.3
SIAE inh,4,-12,2,4,3
PRMT1 FP inh,4,-6,-1,-1,-3
TDP2 inh,1,-4,5,3,5
TCR CD3 inh,nt,11,11,5,-1
UHRF1 binding,2,-4,3,1,1
ABHD4 inh,0,5,-2,-3,-6
Tn7 DDE FP,-1,-4,-4,0,-10

(16) Cc1cc2oc(C(=O)Nc3ccc(S(=O)(=O)Nc4onc(C)c4C)cc3)cc(=O)c2cc1Cl
(17) Cc1ccc(-c2csc3nc(C)n(-n4c(C)ccc4C)c(=O)c23)o1
(18) Cc1ccc2c(c1)c(C)cc(=O)n2CCC(=O)O
(19) O=C(Nc1cccnc1)c1cccc(S(=O)(=O)Nc2ccccc2F)c1
(20) CCc1nc2sc3c(c2c(=O)n1NC(=O)CCl)CCCC3
compound no.,16,17,18,19,20
LEDGF integ inh,-1,-1,2,-6,-2
HTRA1 inh,-7,-8,4,3,3
PG9 Ab binder,1.5,2.6,0.5,0.0,0.5
SIAE inh,2,3,-4,-2,-1
PRMT1 FP inh,-2,17,-3,10,2
TDP2 inh,4,0,10,-9,3
TCR CD3 inh,-4,3,4,3,-5
UHRF1 binding,11,-1,1,4,0
ABHD4 inh,4,2,2,-5,0
Tn7 DDE FP,0,2,3,3,5

(21) S=C(NCc1ccco1)Nc1ccc(Br)cc1Cl
(22) Cc1ccsc1C(=O)N1CCC1(C)C(=O)NS(=O)(=O)c1ccccc1C(F)(F)F (centres undefined)
(23) CCSc1nc(N)c(C#N)c(-c2ccccc2Cl)c1C#N
(24) CC(C)(C)NC(=O)C(c1ccccc1)N(C(=O)C1CSC(=O)C1)c1ccccc1 (centres undefined)
(25) Cc1csc(=O)n1CCC(=O)OCc1nnc(-c2ccc([N+](=O)[O-])cc2)o1
compound no.,21,22,23,24,25
LEDGF integ inh,-3,-1,-6,-5,2
HTRA1 inh,nt,nt,-27,-3,-2
PG9 Ab binder,-0.1,0.6,-0.9,0.3,-2.0
SIAE inh,1,3,-7,-5,1
PRMT1 FP inh,4,0,0,-2,0
TDP2 inh,-1,4,2,-15,16
TCR CD3 inh,-2,7,4,-1,8
UHRF1 binding,2,-3,-3,2,0
ABHD4 inh,-6,5,-11,2,4
Tn7 DDE FP,0,1,4,1,8

(26) Cc1ccc(Cc2nc(-c3ccncc3)no2)cc1
(27) CSc1cccc(NC(=S)N(CCCN2CCCC2)Cc2cccs2)c1
(28) CCCn1c(N)c(N(CCOC)C(=O)c2cc3ccccc3cc2OC)c(=O)[nH]c1=O
(29) O=C(Nc1ccccc1)Nc1nc(-c2ccc(F)cc2)cs1
(30) CCCNC(=O)C/C(C)=N/NC(=O)COc1ccc(C)cc1Br
compound no.,26,27,28,29,30
LEDGF integ inh,5,3,-3,1,0
HTRA1 inh,-2,0,2,-1,-11
PG9 Ab binder,-4.0,-1.1,-0.6,-0.7,-0.7
SIAE inh,5,3,-5,4,-5
PRMT1 FP inh,-4,4,-1,1,0
TDP2 inh,-11,-21,1,1,4
TCR CD3 inh,-11,-14,5,-3,-4
UHRF1 binding,0,2,0,1,-1
ABHD4 inh,-6,-4,0,1,7
Tn7 DDE FP,-1,-1,-1,3,3

(31) CC(=O)N(c1ccccc1C)C1CCCC1
(32) CCOC(=O)c1ccccc1NC(=S)N1CC(C)CC(C)C1 (centres undefined)
(33) CCCN(CCC)C(=O)c1ccc2c(c1)OCO2
(34) O=[N+]([O-])c1cc(C(F)(F)F)ccc1NCC1CCCO1 (centres undefined)
(35) O=C(Nc1ccccc1)O/N=C1/CCCc2occc21
compound no.,31,32,33,34,35
LEDGF integ inh,-2,-2,4,-6,1
HTRA1 inh,3,5,4,9,2
PG9 Ab binder,-0.1,0.2,-1.1,0.0,-0.5
SIAE inh,-7,4,1,-3,12
PRMT1 FP inh,0,1,-1,3,-3
TDP2 inh,0,-8,0,0,3
TCR CD3 inh,0,-5,-4,-6,-1
UHRF1 binding,2,1,12,3,0
ABHD4 inh,4,6,2,1,-1
Tn7 DDE FP,-1,6,-4,-1,3

In another format: entries from further up
item	SMILES	LEDGF integ inh	HTRA1 inh	PG9 Ab binder	SIAE inh	PRMT1 FP inh	TDP2 inh	TCR CD3 inh	UHRF1 binding	ABHD4 inh	Tn7 DDE FP
4	O=C(c1ccc(NS(=O)(=O)c2ccc3[nH]c(=O)[nH]c3c2)cc1)N1CCN(c2ccccc2O)CC1	1	-2	0.1	1	0	3	6	-2	0	1
17	Cc1ccc(-c2csc3nc(C)n(-n4c(C)ccc4C)c(=O)c23)o1	-1	-8	2.6	3	17	0	3	-1	2	2
7	Cc1ccc(C2NC(=S)NC3=C2C(=O)CCC3)cc1 (centres undefined)	-3	5	-0.2	-3	2	2	-3	24*	0	6
22	Cc1ccsc1C(=O)N1CCC1(C)C(=O)NS(=O)(=O)c1ccccc1C(F)(F)F (centres undefined)	-1	nt	0.6	3	0	4	7	-3	5	1
29	O=C(Nc1ccccc1)Nc1nc(-c2ccc(F)cc2)cs1	1	-1	-0.7	4	1	1	-3	1	1	3
14	CCCC(=O)N1c2ccccc2[C@@H](N(C(C)=O)c2ccccc2)C[C@H]1C	1	2	-2.2	4	-1	3	5	1	-3	0

Remaining list, next part.
(36) O=C(COC(=O)c1cccnc1Cl)Nc1ncc(Cl)cc1Cl
(37) Cn1nc(-c2ccccc2)c(-c2nc(-c3ccccc3Cl)no2)c1Cl
(38) Cc1ccc(OCCCC(=O)N2CCN(S(=O)(=O)c3cccc(F)c3)CC2)cc1
(39) Cc1ccc(N(C)C(=O)c2cc(S(=O)(=O)N3CCCCC3)c[nH]2)cc1
(40) CCc1ccc(OCC(=O)Nc2cccc3c2CCCC3)cc1
compound no.,36,37,38,39,40
LEDGF integ inh,0,-2,-6,-3,0
HTRA1 inh,10,4,-1,-5,-15
PG9 Ab binder,1.9,1.9,-1.2,-0.6,0.3
SIAE inh,-2,-10,-3,-4,-1
PRMT1 FP inh,3,-1,2,1,1
TDP2 inh,9,9,-4,-2,-8
TCR CD3 inh,4,-3,-1,5,-3
UHRF1 binding,0,-2,2,0,0
ABHD4 inh,9,1,-6,-1,2
Tn7 DDE FP,-4,5,5,5,8

(41) O=C(O)/C=C/C(=O)N1CCN(C(c2ccccc2)c2ccccc2)CC1
(42) COc1cc(C(=O)NC2CCCCN(C)C2=O)cc(OC)c1OC (centres undefined)
(43) CSc1ccc(C#N)cc1NC(=O)c1ccccc1
(44) CC(=O)N1c2ccc(S(=O)(=O)N3CCCC(C(=O)NCc4ccccc4)C3)cc2CC1C (centres undefined)
(45) COc1cccc(C2C(C(N)=O)=C(C)Nc3nc(CCCO)nn32)c1 (centres undefined)
(46) CC1(C(=O)Nc2ccc3nc[nH]c3c2)CCN1C(=O)c1ccccc1CCc1ccccc1 (centres undefined)
(47) COc1ccccc1NC(=O)CN(C)S(=O)(=O)c1cc(C)ccc1OC
compound no.,41,42,43,44,45,46,47
LEDGF integ inh,-5,0,1,3,0,0,2
HTRA1 inh,9,nt,4,1,4,nt,0
PG9 Ab binder,1.7,-3.1,-3.2,0.4,1.1,-1.1,0.1
SIAE inh,-1,1,-2,9,-3,-5,3
PRMT1 FP inh,-2,-4,-2,-1,4,-2,-3
TDP2 inh,11,3,18,11,-23,3,-5
TCR CD3 inh,-4,8,-2,-1,-4,-1,1
UHRF1 binding,1,0,-2,-2,6,-1,3
ABHD4 inh,1,-3,5,-3,-7,-3,5
Tn7 DDE FP,8,5,-7,11,1,-3,-4

No enrichment for hits. Share with any hit: about 4.2%.
